# From PubChem BioAssay
# Bcl-B displacement – displacers of TR3 peptide from Bcl-B, primary screen, selectivity assay for Bfl-1 inhibitor project, biochemical, fluorescence polarization. 96,000 compounds, 0.11% hits. displacement, % at 20 µM, or IC50 in µM where a hit was titrated. FP displacement of FITC-TR3 peptide from Bcl-B; higher % means a stronger effect;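 active = displacement above 50% at 20 µM plus a fluorescence interference ratio under 1.5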;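 note: plate controls were wells without compound for no effect and wells lacking Bcl-B protein for full effect; a part of the inactive calls stands beside numbers as strong as those of hits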
# NFkB transloc pot – enhances IL-1B driven NFkB nuclear translocation | HUVEC IL-1B NFkB p65 nuclear translocation imaging | activation, % at 2 µM | 94,000 compounds, 0.3% hits | AID 819;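 active = activation above 40%, about the mean plus 3 SD, also judged a hit on visual image review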;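 note: percent activation is computed from the nuclear over cytoplasmic p65 intensity ratio; values of inactives mirror those of a sister screen read the other way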
# MRP reversal – MRP-mediated drug resistance reversal | 85,000 compounds, 0.04% hits | H69AR cells + 2 uM doxorubicin, CellTiter-Glo, 72 h | differential viability (reversal), % at 10 µM;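 active = viability drop by adding the cancer drug above about 55%, with treated viability meeting a 40% cutoff, limit read from the data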;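 note: viability without doxorubicin minus viability with 2 µM doxorubicin for each compound; larger differential means the compound sensitizes cells more to doxorubicin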
# IL1B NFkB inh – blocks IL-1B driven NFkB nuclear translocation in HUVEC cells; HUVEC IL-1B NFkB p65 nuclear translocation imaging; inhibition, % at 2 µM; 94,000 compounds, 0.43% hits;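 active = inhibition above about 30% together with a positive call from visual inspection of the well image, limit read from the data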;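 note: nuclear over cytoplasmic p65 intensity ratio measured by imaging; 0% = IL-1B stimulated DMSO wells and 100% = unstimulated DMSO wells; values of inactives mirror those of a sister screen read the other way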
# PLAP inhibitors HTS – PLAP enzyme inhibitors, biochemical, luminescence, HTS (AID 690); purified PLAP, luminescent substrate; higher % means a stronger effect; inhibition, % at 20 µM, or IC50 in µM where a hit was titrated; 96,000 compounds, 0.08% hits; in the data active = a potency from the dose series; inactive = the rest, 99 in 100 with inhibition below about 30%; note: strong numbers were not always called active
# MRP reversal cytotoxicity – recorded beside MRP reversal, whose call it bears; viability, %; H69AR cells, CellTiter-Glo, 72 h; measured here: cytotoxicity without doxorubicin
# MRP reversal with doxorubicin – further read-out of MRP reversal, marked with its call; viability, %; measured here: viability with 2 uM doxorubicin; hits give low values
# IL1B NFkB inh cell count 2 µM – further read-out of IL1B NFkB inh, marked with its call; cell count; measured here: cells passing quality filter;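 raw number of nuclei counted in each imaged well without normalization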
# NFkB transloc pot cell count 2 µM – recorded beside NFkB transloc pot, whose call it bears; cell count; measured here: cells passing quality filter
# Active calls of the source: *; x = no result given. This is a subset (hit frequency here may not be typical).
SMILES,Bcl-B displacement,NFkB transloc pot,NFkB transloc pot cell count 2 µM,MRP reversal,MRP reversal cytotoxicity,MRP reversal with doxorubicin,IL1B NFkB inh,IL1B NFkB inh cell count 2 µM,PLAP inhibitors HTS
Clc1ccc(CSc2nnc(-c3cccnc3)o2)cc1,-9%,-1,140,27,96,70,1,140,-6%
CCCCn1cnc2c1c(=O)[nH]c(=O)n2CCCC,68%,-7,147,-17,73,90,7,147,-33%
O=C(NCCc1ccccc1)c1ccc(OCCOc2ccccc2)cc1,2%,-10,136,-9,88,97,10,136,10%
CN(C)CCNc1oc(-c2cccc(Cl)c2)nc1C#N,1%,2,159,1,88,87,-2,159,-21%
Cc1ccc2[nH]c(=O)c(C(c3nnnn3C3CCCC3)N(Cc3cccnc3)Cc3ccco3)cc2c1 (stereo unspecified),-5%,10,193,-2,62,64,-10,193,5%
Cc1occc1-c1nnc(SCC(=O)Nc2ccccc2)n1Cc1ccccc1,-1%,18,215,-12,72,84,-18,215,0%
N#CCCn1cc(/C=N/O)c(-c2ccc(F)cc2)n1,-5%,12,128,3,93,90,-12,128,16%
CN1CCN(c2ccc(NC(=O)COc3ccc(Cl)cc3Cl)cc2)CC1,2%,-2,113,16,81,65,2,113,-67%
Cc1nn(C)c(C)c1/C=C/C(=O)c1ccccc1,1%,0,190,x,x,x,0,190,15%
Cc1nn2c(c1-c1ccc(Cl)cc1)N=C(c1ccco1)CC2c1ccccc1 (stereo unspecified),0%,-8,167,5,65,60,8,167,-27%
COc1cc(/C=C(/C#N)c2ccc(C)cc2)ccc1Oc1ccc([N+](=O)[O-])cn1,-1%,14,137,x,x,x,-14,137,21%
O=C(O)CCS(=O)(=O)c1nc(-c2cccs2)cc(C(F)(F)F)n1,10%,5,154,-22,33,55,-5,154,7%

# In the list so far, these contain a halogen:
SMILES,Bcl-B displacement,NFkB transloc pot,NFkB transloc pot cell count 2 µM,MRP reversal,MRP reversal cytotoxicity,MRP reversal with doxorubicin,IL1B NFkB inh,IL1B NFkB inh cell count 2 µM,PLAP inhibitors HTS
Clc1ccc(CSc2nnc(-c3cccnc3)o2)cc1,-9%,-1,140,27,96,70,1,140,-6%
CN(C)CCNc1oc(-c2cccc(Cl)c2)nc1C#N,1%,2,159,1,88,87,-2,159,-21%
N#CCCn1cc(/C=N/O)c(-c2ccc(F)cc2)n1,-5%,12,128,3,93,90,-12,128,16%
CN1CCN(c2ccc(NC(=O)COc3ccc(Cl)cc3Cl)cc2)CC1,2%,-2,113,16,81,65,2,113,-67%
Cc1nn2c(c1-c1ccc(Cl)cc1)N=C(c1ccco1)CC2c1ccccc1 (stereo unspecified),0%,-8,167,5,65,60,8,167,-27%
O=C(O)CCS(=O)(=O)c1nc(-c2cccs2)cc(C(F)(F)F)n1,10%,5,154,-22,33,55,-5,154,7%

# Additional structures:
SMILES,Bcl-B displacement,NFkB transloc pot,NFkB transloc pot cell count 2 µM,MRP reversal,MRP reversal cytotoxicity,MRP reversal with doxorubicin,IL1B NFkB inh,IL1B NFkB inh cell count 2 µM,PLAP inhibitors HTS
CCN1C(=O)CS/C1=N\c1nccs1,5%,-5,107,-20,97,117,5,107,-64%
N#CCSc1nnc(CNc2cccc(Cl)c2)o1,-3%,2,124,10,88,78,-2,124,10%
O=c1cc(CN2CCc3ccccc32)nc2sccn12,10%,-26,61,-2,96,98,26,61,-44%
Cc1cc(Nc2ccccc2)nc(N)n1,-10%,20,152,x,x,x,-20,152,12%
COc1ccc(CCN(Cc2cccs2)S(=O)(=O)c2ccc(-n3cnnn3)cc2)cc1OC,-7%,1,85,-7,63,70,-1,85,x
O=S(=O)(CCn1cccc1)CCn1cccc1,x,5,165,-7,85,92,-5,165,x
Cn1c(CN2CCN(CC#N)CC2)c(C#N)c2ccccc21,-3%,5,173,-13,71,84,-5,173,11%
FC(F)(F)c1nnc2c(Sc3ccccc3)nc3ccc(Cl)cc3n12,-3%,-13,141,x,x,x,13,141,19%
CCCNS(=O)(=O)c1ccc(CCC(=O)N2CCCCC2)cc1,-1%,15,158,-4,96,100,-15,158,-8%
COCCn1c(=O)[nH]c2cc(C(=O)NCCN3CCN(c4ccc(OC)cc4)CC3)ccc2c1=O,x,-1,87,8,87,79,1,87,x
CCc1ccc(/C=N/NC(=O)c2ccc(OC3CCCC3)cc2)s1,4%,0,176,x,x,x,0,176,19%
Cc1ccc(CSc2nc3c(c(SCC(=O)O)n2)CCCC3)cc1,-2%,11,140,x,x,x,-11,140,-27%
N#Cc1nc(N2CCCC2)nc(N2CCCC2)n1,-7%,9,73,-7,85,92,-7,73,11%
Cc1nn(Cc2ccccc2)c(Cl)c1C(=O)OC1CCOC1=O (stereo unspecified),8%,-2,104,2,92,90,2,104,4%
C1=C(CCNCC2CCCCC2)CCCC1,0%,7,161,x,x,x,-7,161,2%
Fc1ccc(-c2nnc(-c3ccc(Cl)cc3)o2)cc1,-12%,-15,127,7,97,90,15,127,22%
Cc1cccc(Cc2c(C)nc3c(C(=O)NCc4ccco4)cnn3c2C)c1,-1%,3,124,13,45,32,-3,124,-2%
Cc1ccccc1C(=O)/C=C1\NC(=O)CS1,-17%,-16,87,5,87,82,16,87,-5%
O=C(CNC(=O)c1cccs1)NCC(=O)OCc1c(Cl)cccc1Cl,-4%,-12,111,x,x,x,12,111,7%
CC(CN(C)Cc1ccccc1)OC(=O)c1cccs1 (stereo unspecified),x,9,171,x,x,x,-9,171,x
O=C1/C(=C/c2ccccc2)NC(=S)N1C(c1ccccc1)c1ccccc1,-4%,6,204,x,x,x,-6,204,-42%
COc1ccc(O)c(-c2[nH]ncc2C(=O)c2ccccc2C)c1,0%,-6,120,6,93,88,6,120,-210%
O=c1c2ccccc2nc2sc3ccccc3n12,x,0,93,x,x,x,0,93,x
C=CCSc1nnc(-c2c[nH]c3ccccc23)n1CC,-14%,x,x,11,82,70,x,x,20%

# Exported with two lines to a compound: part of the list above.
# Screens in order: Bcl-B displacement, NFkB transloc pot, NFkB transloc pot cell count 2 µM, MRP reversal, MRP reversal cytotoxicity, MRP reversal with doxorubicin, IL1B NFkB inh, IL1B NFkB inh cell count 2 µM, PLAP inhibitors HTS
N#Cc1nc(N2CCCC2)nc(N2CCCC2)n1
    -7%, 9, 73, -7, 85, 92, -7, 73, 11%
Cc1nn(Cc2ccccc2)c(Cl)c1C(=O)OC1CCOC1=O (stereo unspecified)
    8%, -2, 104, 2, 92, 90, 2, 104, 4%

# Continued:
SMILES,Bcl-B displacement,NFkB transloc pot,NFkB transloc pot cell count 2 µM,MRP reversal,MRP reversal cytotoxicity,MRP reversal with doxorubicin,IL1B NFkB inh,IL1B NFkB inh cell count 2 µM,PLAP inhibitors HTS
C/C(NCCN1CCOCC1)=C(\C#N)C(N)=O,x,32,135,-10,90,100,-32,135,x
CSc1ccccc1NC(=O)CN(C1CCCCC1)S(C)(=O)=O,3%,-2,175,7,100,93,2,175,-96%
COC(=O)C(O)(CC(=O)Nc1ccc(Cl)cc1Cl)C(F)(F)F (stereo unspecified),x,-8,85,-11,89,100,8,85,x
O=C(Nc1ccc(-n2ccnc2P(=O)(O)c2ccccc2)cc1)c1ccccc1Cl,2%,-1,169,x,x,x,0,169,-93%
CCOC(=O)C(=O)/C(C#N)=C/Nc1ccc(F)cc1,-6%,10,71,-12,98,109,-4,161,2%
O=C(Cn1nnc(-c2ccccc2-n2cnnn2)n1)c1ccccc1,-8%,7,176,19,93,74,-7,176,-2%
Cc1ccc(-c2noc(CN(C(=O)CCCN3C(=O)c4ccccc4C3=O)C(C)C)n2)cc1,x,13,150,x,x,x,-13,150,x
COc1cc(OC)cc(C(=O)N2CCN(c3ncccn3)CC2)c1,13%,27,167,-8,97,104,-27,167,6%
Cc1ccc(C(=O)NNC(=O)c2cc(OCC(F)(F)F)ccc2OCC(F)(F)F)cc1,24%,-11,156,x,x,x,11,156,-6%
Cn1c(=O)c2cc(S(=O)(=O)NC(C(=O)NC3CCCCC3)c3ccccc3)ccc2n(C)c1=O (stereo unspecified),12%,9,181,x,x,x,-9,181,12%
CCc1ccc(CN2CC(C(=O)O)CC2=O)cc1 (stereo unspecified),-10%,21,84,-3,107,110,-21,84,-11%
CC(C)(C)NC(=O)C(c1ccncc1)N(C(=O)Cn1nnc(-c2cccs2)n1)C1CCCCC1 (stereo unspecified),-4%,-10,168,13,87,74,10,168,-38%
CC(=O)C1C(c2ccc(OC(F)F)cc2)NC(=O)NC1(O)C(F)(F)F (stereo unspecified),-5%,13,158,-8,95,103,-13,158,11%
CCCCc1n[nH]c2c1/C(=N/O)CC(c1ccccc1)C2 (stereo unspecified),3%,3,134,-3,76,79,-3,134,-17%
Cc1nn(C)cc1CNC(=O)c1cnn2c(C(F)F)cc(C3CC3)nc12,-9%,1,131,-6,82,89,-1,131,-30%
O=C(ON=C1CCSCC1)c1ccccc1,x,8,132,x,x,x,-8,132,x
COc1nc(NC(C)=O)nc(C)c1Br,-6%,10,102,x,x,x,-10,102,0%
COc1cccc(-n2nc(-c3ccnn3-c3ccc(F)cc3)c(=O)n(C)c2=O)c1,-17%,8,176,-2,82,84,-8,176,-9%
Cc1ccc(CNC(=O)CN2CCN(Cc3ccc(Cl)cc3)C2=O)cc1,3%,-3,156,4,104,99,3,156,26%
CC(=O)n1cc(C2C(=O)CCCC2=O)c2ccccc21,-3%,19,132,3,88,84,-18,132,12%
COc1ccc(NC(=O)c2ccccc2NC(=O)NC2CCCCC2)cc1,-11%,-3,189,13,89,76,3,189,7%
O=C1NCC(c2ccccc2)C1C(=O)N/N=C\c1ccc(-c2ccc(Cl)c(Cl)c2)o1 (stereo unspecified),-8%,1,174,-6,64,70,-1,174,-75%
CC1(C)SC(=S)N(NC(=O)Nc2ccccc2)C1N(O)C(=O)Nc1ccccc1 (stereo unspecified),-13%,x,x,x,x,x,x,x,-22%
O=C(NCCc1ccccc1)/C(=C\c1ccc([N+](=O)[O-])cc1)NC(=O)c1ccccc1,2%,-8,138,x,x,x,8,138,0%
COc1ccc(NC(=S)NC(NC(=O)c2cccc(C)c2)C(Cl)(Cl)Cl)c([N+](=O)[O-])c1 (stereo unspecified),x,3,98,24,84,60,-3,98,x
COC(=O)c1cccc(C(=O)Nc2cnc3ccccc3c2)n1,4%,18,184,x,x,x,-18,184,-35%
O=C1CC(c2cccnc2)c2cc3c(cc2N1)OCCO3 (stereo unspecified),-4%,x,x,19,92,73,x,x,-19%
Cc1cccc(C)c1NC(=O)C1CCCNC1 (stereo unspecified),-3%,-4,122,15,104,89,4,122,-3%
CCn1c(=O)c(C(=O)Nc2cnccn2)c(O)c2ccccc21,-88%,x,x,-6,92,98,x,x,-2%
COc1ccc(/C=N/c2oc(-c3ccccc3)cc2C#N)cc1,47%,-3,97,x,x,x,3,97,11%
Cn1c(=O)c(=O)n(C)c2cc(S(=O)(=O)N3CCCCC3)ccc21,-5%,9,113,4,92,88,-9,113,9%
CCc1ccc(C(=O)Cn2ncc(Cl)c(Cl)c2=O)cc1,-14%,-56,148,-23,6,29,56*,148*,-2%
CCC(=O)Nc1cc(NC(=O)CSc2nnc(C(C)C)n2CC)ccc1C,6%,9,74,2,93,91,-10,74,-49%
C=CCN1C(=O)NC2(O)C(=O)c3ccccc3C12O (stereo unspecified),-1%,-4,159,-13,94,108,4,159,16µM*
O=c1cc(N2CCN(c3ccc(F)cc3)CC2)[nH]c(=O)n1Cc1ccc(F)cc1,-1%,-7,162,3,73,70,7,162,9%
